Screening data as filed in PubChem.
Bim-Bfl-1 = disrupts Bim binding to human Bfl-1; Bead-based flow cytometry, Bim-Bfl-1 binding inhibition; AID 1008; inhibition, % at 10 µM; Q16548; actives 0.12% (n = 190,000);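 also: 0% = wells without compound plus tracer and 100% = blocker peptide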
Bcl-2 Bim block = disrupts Bim peptide binding to human Bcl-2; P10415; Bead-based flow cytometry, Bim peptide-Bcl-2 binding; inhibition, % at 10 µM; actives 0.06% (n = 190,000); AID 950; in the data active = inhibition above about 40%; inconclusive = no clear call, values can overlap the other calls;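 also: 0% = no compound wells with probe peptide and 100% = reference peptide inhibitor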
Bcl-W Bim block = inhibitors of Bim-Bcl-W interaction, human. bead-based flow cytometry, Bim peptide-Bcl-W binding. Q92843. inhibition, % at 10 µM. actives 0.02% (n = 190,000);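 also: 0% = bound tracer without compound and 100% = peptide blocker; higher means less fluorescent Bim peptide bound to Bcl-W beads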
RGS4-Gao reg = human RGS4-Galphao interaction regulation. P09471. Multiplexed bead flow cytometry, RGS4-Galphao binding; actives lie on both sides. AID 1415. binding response (% of control), % at 10 µM. actives 0.33% (n = 220,000); in the data active = binding response below about 49% or above about 150%; inactive = in between;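 also: fluorescent Galphao activated with aluminum fluoride binding bead-coupled RGS4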
Target sequence (P09471 whole entry, looked up): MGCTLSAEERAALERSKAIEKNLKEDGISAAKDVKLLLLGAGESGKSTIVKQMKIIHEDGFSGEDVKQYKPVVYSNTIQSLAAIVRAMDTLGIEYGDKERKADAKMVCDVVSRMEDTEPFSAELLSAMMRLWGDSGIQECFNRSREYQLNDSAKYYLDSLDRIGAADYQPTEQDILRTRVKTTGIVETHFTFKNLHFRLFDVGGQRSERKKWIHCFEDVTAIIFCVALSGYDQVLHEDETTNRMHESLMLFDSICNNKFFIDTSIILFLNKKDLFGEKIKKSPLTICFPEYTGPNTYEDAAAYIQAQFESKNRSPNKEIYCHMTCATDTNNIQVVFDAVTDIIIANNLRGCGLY
Bcl-XL Bim block = inhibitors of Bim-Bcl-XL interaction, human. inhibition, % at 10 µM. actives 0.04% (n = 190,000). Bim peptide-Bcl-XL binding, bead flow cytometry, fluorescence. Q07817
Target sequence (Q07817 whole entry, looked up): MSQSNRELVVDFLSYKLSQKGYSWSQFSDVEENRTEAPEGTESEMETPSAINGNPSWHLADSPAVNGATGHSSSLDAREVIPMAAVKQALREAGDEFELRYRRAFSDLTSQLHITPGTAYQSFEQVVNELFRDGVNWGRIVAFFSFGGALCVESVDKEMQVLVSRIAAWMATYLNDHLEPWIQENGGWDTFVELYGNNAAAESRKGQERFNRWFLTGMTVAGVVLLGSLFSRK
RGS7-Gao = human RGS7-Galphao interaction regulation; Multiplexed bead flow cytometry, RGS7-Galphao binding; actives lie on both sides; binding response (% of control), % at 10 µM; actives 0.35% (n = 220,000); AID 1439; in the data active = binding response below about 49% or above about 150%; inconclusive = no clear call, values can overlap the other calls; inactive = in between;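 also: fluorescent Galphao held in activated GDP-AlF4 state binding bead-coupled RGS7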
Mcl-1 Bim block = disrupts Bim peptide binding to human Mcl-1; inhibition, % at 10 µM; AID 1009; Q07820; Bead-based flow cytometry, Bim peptide-Mcl-1 binding; actives 0.1% (n = 190,000);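 also: 0% = no compound tracer wells and 100% = peptide blocker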
Target sequence (Q07820 whole entry, looked up): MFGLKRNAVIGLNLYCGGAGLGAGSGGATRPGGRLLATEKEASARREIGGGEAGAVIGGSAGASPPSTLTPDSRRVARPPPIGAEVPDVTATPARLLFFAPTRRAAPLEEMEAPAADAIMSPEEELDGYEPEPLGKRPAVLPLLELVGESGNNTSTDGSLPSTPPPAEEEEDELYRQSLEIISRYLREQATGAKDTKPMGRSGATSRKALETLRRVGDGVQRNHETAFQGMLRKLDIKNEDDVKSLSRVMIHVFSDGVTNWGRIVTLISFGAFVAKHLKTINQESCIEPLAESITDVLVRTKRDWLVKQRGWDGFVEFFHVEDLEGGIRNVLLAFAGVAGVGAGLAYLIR
Mcl1-Bid inh = disrupts binding of human Mcl-1 to Bid peptide | TR-FRET Mcl-1/Bid-Dy647 peptide binding, 1536-well | Q07820 | actives 0.97% (n = 220,000) | inhibition, % at 21.7 µM;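 active = compounds that cut the binding signal by more than half at the single screening dose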;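 also: His-tagged Mcl-1 with europium anti-His antibody binding Bid BH3 peptide; 0% = Mcl-1 plus peptide wells and 100% = peptide-only wells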
RGS8-Gao reg = human RGS8-Galphao interaction regulation; P09471; multiplexed bead flow cytometry, RGS8-Galphao binding; actives lie on both sides; response (percent of control binding), % at 10 µM; actives 0.34% (n = 220,000); AID 1423; in the data active = response below about 60% or above about 140%; inactive = in between;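 also: Galphao activated as the GDP aluminium fluoride complex binding bead-coupled RGS8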
Bim-Bcl-B = inhibitors of Bim-Bcl-B interaction, human. Q9HD36. bead-based flow cytometry, Bim peptide-Bcl-B binding. inhibition, % at 10 µM. actives 0.073% (n = 190,000);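 also: 0% = tracer peptide without compound and 100% = reference inhibitor peptide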
Mcl1 Noxa PPI = disrupts binding of human Mcl-1 to Noxa peptide. Q07820. TR-FRET Mcl-1/Noxa peptide binding, 2 h. inhibition, % at 21.7 µM. actives 1.5% (n = 220,000);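 active = compounds that cut the protein-peptide binding signal by more than 50% relative to plate controls in a single-dose test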;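 also: His-tagged Mcl-1 with rhodamine Noxa BH3 peptide and terbium anti-His antibody; 0% = Mcl-1 plus Noxa peptide wells and 100% = peptide-only wells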
Active calls of the source: *; ? = inconclusive; . = not tested or not shown. Rule as the data show it, unless noted: active = inhibition above about 40%. No enrichment for hits, and some 2.7% of all compounds hit somewhere here.

SMILES	Bim-Bfl-1	Bcl-2 Bim block	Bcl-W Bim block	RGS4-Gao reg	Bcl-XL Bim block	RGS7-Gao	Mcl-1 Bim block	Mcl1-Bid inh	RGS8-Gao reg	Bim-Bcl-B	Mcl1 Noxa PPI
COc1ccc(S(=O)(=O)Nc2ccccc2C(=O)NCc2ccco2)cc1Br	0	0	0	99	-1	102	-1	1	98	1	18
O=c1[nH]c(NC2CCCCC2)c([N+](=O)[O-])c(=O)[nH]1	-3	-2	-6	101	-12	96	-9	-9	105	-10	8
Cc1cccc(C(=O)NC(=O)Nc2c(C)cc(C)nc2C)c1	3	0	-2	102	-4	?	-3	-3	101	3	11
CCOc1ccc(-c2nc(C#N)c(NCc3ccco3)o2)cc1	5	2	0	102	0	101	0	-24	102	2	10
CCOC(=O)c1ccc(NC(=O)CC2C(=O)OCCN2CC)cc1 (configuration not stated)	-5	0	2	101	0	101	-1	-31	101	-2	22
Cc1cccc(C)c1NC(=S)N1CCC(c2ccccc2)C1 (configuration not stated)	-3	-1	-3	108	-1	105	0	-18	103	-7	-12
CSc1nc2ccccc2c(=O)n1Cc1ccc(F)cc1	-7	-3	0	99	-1	?	-2	-29	100	-3	9
COc1ccccc1NS(=O)(=O)c1ccc(O)c(C(=O)OCC(=O)N2c3ccccc3CC2C)c1 (configuration not stated)	-6	-1	0	97	1	?	-3	-10	101	-2	41
Cc1cc(C)n(-c2cc(C(C)(C)C)nc3c(-c4ccc(Cl)cc4)cnn23)n1	-2	-3	-3	99	0	98	-1	15	94	0	9
CCN(CC(=O)NC1CCS(=O)(=O)C1)S(=O)(=O)c1ccccc1 (configuration not stated)	-3	-2	-1	99	-1	103	-2	-23	100	-1	-2

The list goes on, starting with the last three of the part before.
SMILES	Bim-Bfl-1	Bcl-2 Bim block	Bcl-W Bim block	RGS4-Gao reg	Bcl-XL Bim block	RGS7-Gao	Mcl-1 Bim block	Mcl1-Bid inh	RGS8-Gao reg	Bim-Bcl-B	Mcl1 Noxa PPI
COc1ccccc1NS(=O)(=O)c1ccc(O)c(C(=O)OCC(=O)N2c3ccccc3CC2C)c1 (configuration not stated)	-6	-1	0	97	1	?	-3	-10	101	-2	41
Cc1cc(C)n(-c2cc(C(C)(C)C)nc3c(-c4ccc(Cl)cc4)cnn23)n1	-2	-3	-3	99	0	98	-1	15	94	0	9
CCN(CC(=O)NC1CCS(=O)(=O)C1)S(=O)(=O)c1ccccc1 (configuration not stated)	-3	-2	-1	99	-1	103	-2	-23	100	-1	-2
NNC(=O)CCc1ccc(S(=O)(=O)N2CCOCC2)cc1	1	0	-2	103	0	104	0	-6	101	-1	1
C=C1c2ccccc2S(=O)(=O)N(Cc2ccccc2)C1COCc1ccccc1 (configuration not stated)	.	.	.	96	.	?	.	-29	99	.	-21
O=C(COc1ccccc1)N(Cc1ccccc1)c1nc(-c2ccccc2)cs1	-9	-6	0	99	-4	100	1	-25	101	-5	12
COc1ccc(Cl)cc1NC(=O)Nn1cnnc1	-9	-11	2	108	-5	109	1	0	105	-7	-7
CCOc1ccc(NC(=O)C(=O)N/N=C\c2ccc(CNS(=O)(=O)c3ccccc3)o2)cc1	0	0	0	99	-3	94	1	27	92	-1	29
CCOC(=O)c1[nH]c(C)c(C(=O)OCC(=O)N2CC(=O)Nc3ccccc32)c1C	-8	-9	-5	98	-7	101	-2	-6	103	-5	2
CC(=O)OC(C(=O)NCS(=O)(=O)c1ccc(C)cc1)c1cccnc1 (configuration not stated)	-1	0	0	91	-1	87	-1	-47	93	-3	7
Cc1noc(N)c1C1(O)C(=O)Nc2c(Cl)cc(Cl)cc21 (configuration not stated)	1	3	0	102	1	104	0	6	101	0	-6
CCOC(=O)C1CN(S(=O)(=O)c2ccc(F)cc2)C1	2	1	1	101	-2	99	-3	2	108	-1	-17
CCOC(=O)C1=C(c2ccccc2)Nc2ncnn2C1c1ccc(OC)c(OC)c1OC (configuration not stated)	-3	-6	-6	88	-10	97	-6	-1	91	-5	-9
CCOC(=O)CN(C(=O)CSc1nnc(-c2ccc(OC)c(OC)c2)o1)c1ccccc1	-2	-3	-2	103	-8	107	-1	5	101	-5	19
Cc1ccc2c(c1)nnn2C1CCN(CC(=O)Nc2ccc(F)cc2)CC1	.	.	.	107	.	?	.	-19	100	.	3
Cn1c(=O)c2c(nc(SCC(=O)O)n2Cc2cc3c(cc2Cl)OCO3)n(C)c1=O	-11	-8	2	102	-4	102	-2	-42	100	-7	4
Cc1[nH]nc(SCC(=O)N2CCCCCC2)c1[N+](=O)[O-]	0	0	0	101	-2	98	2	-27	102	-2	6
COc1ccc(NC(=O)CSc2nnc(-c3ccco3)n2C)cc1	-9	-3	4	103	0	101	2	-22	102	-1	-5
Cc1ccc(CSCC(=O)N2CCN(Cc3ccc4c(c3)OCO4)CC2)cc1	0	-14	-1	101	-2	101	-2	-9	103	-4	-8
Cc1nc(SCC(=O)N(C)C2CCCCC2)[nH]c(=O)c1Cc1ccccc1	-16	-8	-1	98	-11	100	-4	2	101	-10	-2
O=C(c1cc2c(ccc3ccccc32)o1)N1CCN(c2ncc(C(F)(F)F)cc2Cl)CC1	-12	-2	-2	102	-39	100	-5	-9	100	-5	-4
COC(=O)c1ccccc1NC(=O)CSc1nc2cccnc2n1C	-1	0	1	96	0	98	0	-8	98	0	4
CN1c2ccccc2N(C)C1c1c(O)ccc2ccccc12	-12	-5	2	101	-6	106	-1	-4	101	-6	-32

Part of the list above, reduced to Mcl1-Bid inh, Mcl-1 Bim block and RGS8-Gao reg.
compound	Mcl1-Bid inh	Mcl-1 Bim block	RGS8-Gao reg
Cn1c(=O)c2c(nc(SCC(=O)O)n2Cc2cc3c(cc2Cl)OCO3)n(C)c1=O	-42	-2	100
Cc1[nH]nc(SCC(=O)N2CCCCCC2)c1[N+](=O)[O-]	-27	2	102

Continuation.
SMILES	Bim-Bfl-1	Bcl-2 Bim block	Bcl-W Bim block	RGS4-Gao reg	Bcl-XL Bim block	RGS7-Gao	Mcl-1 Bim block	Mcl1-Bid inh	RGS8-Gao reg	Bim-Bcl-B	Mcl1 Noxa PPI
O=C(CSc1ncnc2c1cnn2-c1ccc(F)cc1)NCc1ccc2c(c1)OCO2	-14	-7	-4	99	-6	98	-4	-23	101	-8	18
CCn1c(=O)n(CC)c2cc(S(=O)(=O)NCCOc3ccccc3)c(C)cc21	6	5	9	94	3	98	7	-22	94	2	-13
CC(C)(C)C(=O)Nc1cc(NC(=O)C(C)(C)C)cc(C(=O)Nc2cc(C(=O)O)cc(C(=O)O)c2)c1	-1	-1	-2	90	-6	90	0	-5	93	-5	6
CSc1ccc(Cl)c(C(=O)OCC(=O)NCC(C)C)c1	-10	-6	-3	100	-15	99	-2	7	106	-9	1
Cc1cc(OCC(=O)Nc2ccc(N3CCCC3)cc2)cc(C)c1Cl	-12	-4	0	101	-7	104	-3	1	101	-12	15
COc1ccc(Nc2cc(=O)n(-c3ccccc3)c3c2c(=O)n(C)c(=O)n3C)cc1	.	.	.	101	.	?	.	-8	103	.	10
CCOC(=O)C(Cc1ccccc1)C(=O)Nc1cccc2ccccc12 (configuration not stated)	-12	-11	1	98	-4	98	0	-17	99	-4	6
O=C(OCC(=O)N1CCN(C(=O)c2ccco2)CC1)c1cn(-c2ccccc2)nc1-c1ccccc1	12	6	0	100	0	100	0	-1	100	6	24
COc1ccc(CCNc2ncnc3nc[nH]c23)cc1OC	-10	-9	0	102	-4	103	0	-16	102	-4	-15
O=C(c1cc2sccc2n1Cc1ccccc1)N1CCN(c2nc3ccccc3s2)CC1	-2	-7	-4	86	-4	89	0	-5	89	0	12
CCn1c(SCC(N)=O)nc2ccccc2c1=O	-5	-4	3	98	2	98	2	-11	98	-4	18
Cn1c(=O)c2c(nc(NCc3ccco3)n2Cc2ccc(Cl)cc2Cl)n(C)c1=O	0	-2	-4	95	-2	96	-4	-14	98	-1	16
Cc1ccc(N2CC(=O)N(NC(=O)CN3CCN(c4ccccc4)CC3)CC2=O)cc1	.	.	.	88	.	?	.	-28	92	.	13
COc1ccc(OC)c(C2(O)CSC(=Nc3cccnc3)N2Cc2ccco2)c1 (configuration not stated)	-4	-1	0	100	0	90	0	-38	93	-1	5
Nn1cnnc1N/N=C/c1ccc(Cl)c([N+](=O)[O-])c1	5	0	1	99	-4	100	0	-38	103	-2	23
CCN(CCCNC(=O)Cn1ncc2c(=O)oc3ccccc3c21)c1cccc(C)c1	-6	-4	-2	93	0	89	2	-41	95	-1	-8
NC(=S)Cc1nc(-c2ccccc2)cs1	0	0	-2	97	-7	97	-3	-68	96	-5	25
COc1cc(C(=O)N2CCN(S(=O)(=O)c3ccc(C)cc3)CC2)ccc1OCc1c(C)noc1C	-1	2	-1	102	-3	102	0	-23	103	3	-9
CC(C)NC(=O)c1ccccc1NC(=O)CN(c1ccc2c(c1)OCO2)S(C)(=O)=O	-3	-5	-1	98	3	101	-3	-9	100	-4	18
CCOc1ccc2[nH]c(C)cc(=O)c2c1	10	12	7	101	9	107	8	0	106	8	15
O=C(CSc1ncn[nH]1)NN(c1ccccc1)c1ccccc1	0	2	0	100	1	102	-1	-52	108	0	-5
O=c1oc(-c2ccccc2)nc2c1cnn2-c1ccccc1	-21	-6	-3	100	-10	99	-4	-2	99	-14	-18
Cn1c(COc2ccc([N+](=O)[O-])cc2)nnc1SCC(N)=O	-5	1	-3	93	-3	93	0	6	101	-4	7
COc1ccc(C2(C(=O)N3CCOCC3)CCCC2)cc1	0	0	-4	100	-2	101	0	15	103	-2	-8
CC(=O)NC12CC3CC(CC(CC(=O)O)(C3)C1)C2	-1	-2	-2	101	-1	102	-2	1	97	-2	-10
Nc1ccc(Oc2ccccc2F)nc1	.	.	.	103	.	?	.	-12	102	.	2
CC(C)Cc1c(O)nc(SCCN2CCOCC2)[nH]c1=O	-2	0	-4	108	-3	106	0	-78	98	-2	6
CCCC(=O)N1CCN(c2ccc(NC(=O)C(C)(C)C)cc2Cl)CC1	-6	-1	-3	104	-2	106	1	-31	105	-7	-8
O=C(O)CN=C1CC(c2ccccc2)CC(=O)/C1=C(/O)CCCN1C(=O)c2ccccc2C1=O (configuration not stated)	-2	0	-1	92	-3	93	0	-24	94	-1	12
CCOc1ncnc2c1oc1nc(CC(C)C)c3c(c12)CC(C)(C)OC3	-2	-5	-5	99	-2	99	-3	0	96	-1	16
O=c1oc(-c2ccc([N+](=O)[O-])cc2)nc2ccc(O)cc12	-4	-2	-2	100	-3	?	-1	-20	100	-4	16
Cc1ccc(-c2cc[n+](Cc3ccccc3)cc2)cc1	-3	-2	0	104	1	102	1	-3	106	-1	-5
N#CCSc1nnc(-c2ccc3c(c2)OCO3)o1	-3	-1	0	98	2	101	0	4	104	-1	2
O=C(NC(=S)N1CCOCC1)c1ccc([N+](=O)[O-])cc1	-4	-6	-5	104	-11	105	-5	-29	102	-12	25
O=C1N(Nc2ccccc2)C(c2ccc(Br)cc2)C12CCCCC2 (configuration not stated)	-7	-1	-3	107	0	103	4	-9	106	0	-1
Cc1ccc(NC(=O)CSc2ccc(-c3ccccn3)nn2)cc1	-2	-2	1	100	0	?	2	-21	100	-3	-9
CCCNC(=O)CN(C)CC(=O)Nc1ccccc1C#N	-7	-2	0	98	-3	?	-1	-29	99	-4	26
Cc1ccc(S(=O)(=O)c2nc(C)c3c(n2)CCC3)cc1	4	4	3	83	-8	89	1	-6	71	4	-2
COc1ccc(O)c(-c2c(-c3ccc(Cl)cc3)n[nH]c2C)c1	0	-1	-1	101	3	101	-2	-10	102	-4	-1
